High-throughput results deposited in PubChem BioAssay by NCI.
Growth percent in the NCI-60 one-dose screen (48 h, 10 µM unless noted): 100 = growth as untreated, 0 = no growth, -100 = all killed.
CCRF-CEM = CCRF-CEM leukemia; actives 7% (n = 77,000)
LOX IMVI = LOX IMVI melanoma. actives 7.4% (n = 79,000). AID 1794757
M14 = M14 melanoma; actives 6.2% (n = 80,000); AID 1794745
SK-MEL-5 = SK-MEL-5 melanoma | AID 1794755 | actives 6.4% (n = 80,000)
HOP-92 = HOP-92 NSCLC cells. actives 6.3% (n = 71,000)
HOP-62 = HOP-62 NSCLC; actives 3.9% (n = 80,000); AID 1794735
EKVX = EKVX NSCLC; actives 3% (n = 71,000); AID 1794765
A549/ATCC = A549/ATCC NSCLC; AID 1794740; actives 3.7% (n = 81,000)
Numbers without * were called inactive; . = not tested or not shown; & = joins results of further samples; ! = not active in a repeat. How the source made its calls: active means growth percent below 10; inactive means the rest.

# | Molecule | CCRF-CEM | LOX IMVI | M14 | SK-MEL-5 | HOP-92 | HOP-62 | EKVX | A549/ATCC
1 | Nc1ccncc1 | 94&96 | 110&101 | 129&106 | 113&101 | 96&88 | 113&116 | 116&103 | 101&100
2 | Cn1c(=O)c2nncnc2n(C)c1=O | 105 | 97 | 105 | 125 | 105 | 108 | 99 | 96
3 | CC1=C(O)[C@@](C)(CCCCC[C@H](C)CCCCc2ccc(O)cc2)OOC1=O | . | 70 | 97 | 102 | 75 | 91 | 95 | 97
4 | CCCCOP(=O)(OCCCC)c1ccccc1 | 110 | 96 | 112 | 105 | 101 | 98 | 104 | 100
5 | ClCCN(CCCl)c1ccc(/C=C\c2ccnc3ccccc23)cc1 | 71 | 80 | 85 | 71 | 47 | 120 | 81 | 71
6 | COc1cc(CNC(=O)CN2CCCC2=O)ccc1O | 105 | 106 | 97 | 97 | 83 | 96 | 98 | 99
7 | O=C(CC1(O)C(=O)Nc2ccccc21)c1ccc(C(=O)NCC2CCC3(CC2)OOC2(CCCCC2)OO3)cc1 (stereo not drawn) | 7.9* | 57 | 86 | . | -54* | 64 | 58 | 58
8 | O=C(c1ccccc1)C(F)(Cl)Cl | 98 | 102 | 98 | 100 | 103 | 100 | 103 | 100
9 | CCCCCCCCCCOC(=O)CCN1CC1 | 104 | 91 | 106 | 103 | 81 | 97 | 97 | 96
10 | CC(=O)Nc1ccc([As](=O)(O)c2ccc([N+](=O)[O-])cc2)cc1 | 106 | 96 | 90 | 93 | 98 | 61 | 104 | 106
11 | CC1=C(C)C(=O)C(C)=C(C)C1=O | 129 | 91 | . | 107 | 168 | 99 | 112 | 102
12 | O=C(CCF)c1ccc(O)cc1 | 95 | 95 | 106 | 117 | 100 | . | 99 | 101
13 | Cc1cc(N)ccc1S(=O)(=O)F | 91 | 109 | 109 | 108 | . | 95 | . | 108
14 | O=C(NC(O)C(Cl)(Cl)Cl)c1ccccc1 (stereo not drawn) | 99 | 95 | 99 | 106 | . | 106 | . | 101
15 | Cc1ccccc1OP(=O)(Oc1ccccc1C)N1CCOCC1 | . | 103 | 106 | 100 | 98 | 99 | . | 93
16 | O=c1[nH]oc2c1CCNC2 | 104 | 101 | 103 | 111 | 105 | . | 111 | 103
17 | Cc1nc2ccccc2c(=O)n1-c1nccs1 | . | 104 | 99 | 99 | 77 | 106 | . | 94
18 | CCCC1(CC(C)C)C(=O)NC(=S)NC1=O | 99 | 99 | 111 | 104 | 98 | . | 107 | 105
19 | CC12CCC3C(CC=C4CC(O)CCC43C)C1C/C(=C\c1ccc(OCC(=O)N3CCCC3)cc1)C2=O (stereo not drawn) | 94 | 101 | 108 | 100 | . | 99 | 96 | 88
20 | CC1=C(CN(O)C(N)=O)C2=C(C)C3(CC3)[C@](C)(O)C(=O)C2=C1 | 1.2* | 56 | -55* | 86 | -3.7* | 11 | 8.2* | 0.4*
21 | CC(N)Cc1c[nH]c2ccc(Cl)cc12 (stereo not drawn) | 111 | 99 | 101 | 101 | 90 | 96 | 97 | 103
22 | CC1CCN(C(c2ccccc2)C(O)c2ccccc2)CC1 (stereo not drawn) | 78 | 83 | 77 | 102 | 63 | 86 | 93 | 86
23 | COc1ccc(/C=C/C(=O)c2nc3ccccc3n2Cc2ccc(Br)cc2)cc1 | 19 | . | 73 | 83 | 64 | 93 | 52 | 75
24 | C/C(=C\c1ccn(-c2ccc(N)c(F)c2)n1)[C@@H]1C[C@@H]2O[C@]2(C)CCC[C@H](C)[C@H](O)[C@@H](C)C(=O)C(C)(C)[C@@H](O)CC(=O)O1 | 12 | 32 | 13 | 15 | 53 | 38 | 42 | 26
25 | O=[N+]([O-])/C=C/c1ccc(O)cc1 | 84 | 88 | 95 | 105 | 103 | 84 | 102 | 60

7 of these compounds, reformatted.
3: CC1=C(O)[C@@](C)(CCCCC[C@H](C)CCCCc2ccc(O)cc2)OOC1=O
22: CC1CCN(C(c2ccccc2)C(O)c2ccccc2)CC1 (stereo not drawn)
11: CC1=C(C)C(=O)C(C)=C(C)C1=O
13: Cc1cc(N)ccc1S(=O)(=O)F
4: CCCCOP(=O)(OCCCC)c1ccccc1
14: O=C(NC(O)C(Cl)(Cl)Cl)c1ccccc1 (stereo not drawn)
19: CC12CCC3C(CC=C4CC(O)CCC43C)C1C/C(=C\c1ccc(OCC(=O)N3CCCC3)cc1)C2=O (stereo not drawn)

| Screen / compound no. | 3 | 22 | 11 | 13 | 4 | 14 | 19 |
| --- | --- | --- | --- | --- | --- | --- | --- |
| CCRF-CEM | . | 78 | 129 | 91 | 110 | 99 | 94 |
| LOX IMVI | 70 | 83 | 91 | 109 | 96 | 95 | 101 |
| M14 | 97 | 77 | . | 109 | 112 | 99 | 108 |
| SK-MEL-5 | 102 | 102 | 107 | 108 | 105 | 106 | 100 |
| HOP-92 | 75 | 63 | 168 | . | 101 | . | . |
| HOP-62 | 91 | 86 | 99 | 95 | 98 | 106 | 99 |
| EKVX | 95 | 93 | 112 | . | 104 | . | 96 |
| A549/ATCC | 97 | 86 | 102 | 108 | 100 | 101 | 88 |

Some entries already given, limited to HOP-92, LOX IMVI and SK-MEL-5.
| item | SMILES | HOP-92 | LOX IMVI | SK-MEL-5 |
| --- | --- | --- | --- | --- |
| 16 | O=c1[nH]oc2c1CCNC2 | 105 | 101 | 111 |
| 2 | Cn1c(=O)c2nncnc2n(C)c1=O | 105 | 97 | 125 |
| 1 | Nc1ccncc1 | 96&88 | 110&101 | 113&101 |
| 19 | CC12CCC3C(CC=C4CC(O)CCC43C)C1C/C(=C\c1ccc(OCC(=O)N3CCCC3)cc1)C2=O (stereo not drawn) | . | 101 | 100 |

Going on with the list.
# | Molecule | CCRF-CEM | LOX IMVI | M14 | SK-MEL-5 | HOP-92 | HOP-62 | EKVX | A549/ATCC
26 | CC(=O)C(c1ccccc1)c1ccccc1 | 89 | . | 101 | 96 | 110 | 94 | 96 | 101
27 | CN[C@@]1(c2ccccc2Cl)CCCC[C@@H]1NCC1CC1 | 106 | 99 | 100 | 102 | 85 | 96 | 97 | 99
28 | CCOP(=O)(OCC)C(O)c1ccccc1 (stereo not drawn) | 97 | 103 | 105 | 105 | 102 | 94 | 110 | 96
29 | Cc1cc([N+](=O)[O-])c2ccccc2[n+]1[O-] | -2.8*! | -49* | -71* | -58* | -36* | -37* | 89 | -36*
30 | COc1cc(OC)c(S(=O)(=O)N(CCCl)CCCl)cc1C(=O)/C=C/c1cc(OC)c(OC)c(OC)c1 | 1.1* | -85* | -59* | -71* | 9.1* | -5.8* | 12 | 3.9*
31 | Fc1ccc2c(c1)c(-c1nc(-c3c[nH]c4ncccc34)cs1)cn2CCN1CCOCC1 | 35 | 57 | 42 | 32 | 19 | 39 | 33 | 52
32 | CS(=O)(=O)c1ccc(C(=O)C2C(=O)CCCC2=O)c(Cl)c1COCC(F)(F)F | 108 | 110 | 103 | 101 | 118 | 108 | 101 | 94
33 | CCCCCCCCCCOc1ccc(C(=O)Oc2ccc(CS[P@@](=O)(OC[C@H]3O[C@@H](n4cnc5c(N)ncnc54)CC3O)OC3[C@@H](CO)O[C@@H](n4ccc(=O)[nH]c4=O)[C@H]3OC)cc2)cc1 (stereo partly drawn) | 64 | 73 | 55 | 61 | 74 | 103 | 93 | 89
34 | COc1ccc(C(Cc2ccccc2)N2CCCCC2)cc1 (stereo not drawn) | 92 | 95 | 78 | 101 | 84 | 87 | 96 | 89
35 | C[C@@]12CC=C3c4nc(Nc5cccc(O)c5)sc4CC[C@]3(C)[C@H]1CC[C@]1(C)C(=O)CC[C@@H]21 | 13 | -53* | 55 | 65 | 64 | 28 | 71 | 55
36 | c1ccc(CNC2CCCCCCC2)cc1 (tested in a mixture with another compound) | 99 | 102 | 103 | 96 | 89 | 102 | 106 | 99
37 | Nc1ccc([N+](=O)[O-])c2c1Oc1ccccc1O2 | 91 | 103 | 106 | 97 | 84 | 91 | 92 | 94
38 | [Cl][Hg][c]1ccc(Cl)s1 | -11* | -71* | -54* | 46 | -70* | 88 | -19* | 97
39 | O=P(O)(Nc1ccccc1)Nc1ccccc1 | 99 | 93 | 88 | 94 | 89 | 83 | 81 | 91
40 | OC1CC2CCC(C1)N2 (stereo not drawn) | 93 | 100 | 111 | 104 | . | 106 | . | 104
41 | CNN | 102 | 108 | 99 | 98 | 102 | 98 | . | 115
42 | COc1cc2c(cc1OC)CC(C)[N+](C)=C2 (stereo not drawn) | 99 | 97 | 105 | 100 | . | 93 | 106 | 95
43 | NC(=O)NC(=O)CBr | . | 103 | 98 | 112 | . | 106 | . | 105
44 | N#Cc1ccc(Cl)cc1 | 99 | 106 | 106 | 106 | . | 105 | 117 | 103
45 | [Cl][Hg][n]1c(-c2ccco2)nc2ccccc21 | 90 | 15 | 86 | 97 | 116 | 115 | 111 | 100
46 | CC1Cc2cc(O)c(O)cc2C=[N+]1C (stereo not drawn) | 98 | 95 | 95 | 104 | 112 | 92 | 97 | 96
47 | CCc1ccccc1[N+](=O)[O-] | 93 | 95 | 106 | 100 | . | 98 | 99 | 101
48 | C[C@]12CC[C@H]3[C@@H](CC=C4c5nc(Cc6ccccc6)sc5CC[C@@]43C)[C@@H]1CC[C@@H]2O | 108 | 98 | 96 | 99 | 110 | 99 | 99 | 104
49 | CC(C)CCC[C@@H](C)[C@H]1CC[C@H]2[C@@H]3CC=C4C[C@@H](OC(=O)Cc5ccc(N(CCCl)CCCl)cc5)CC[C@]4(C)[C@H]3CC[C@]12C | 120 | 104 | 108 | 96 | . | 105 | 106 | 112
50 | OC(c1ccccc1)(c1ccccc1)c1ccncc1 | 94 | 102 | 115 | 101 | 95 | 108 | . | 86

Next part (four carried over from the part before).
# | Molecule | CCRF-CEM | LOX IMVI | M14 | SK-MEL-5 | HOP-92 | HOP-62 | EKVX | A549/ATCC
47 | CCc1ccccc1[N+](=O)[O-] | 93 | 95 | 106 | 100 | . | 98 | 99 | 101
48 | C[C@]12CC[C@H]3[C@@H](CC=C4c5nc(Cc6ccccc6)sc5CC[C@@]43C)[C@@H]1CC[C@@H]2O | 108 | 98 | 96 | 99 | 110 | 99 | 99 | 104
49 | CC(C)CCC[C@@H](C)[C@H]1CC[C@H]2[C@@H]3CC=C4C[C@@H](OC(=O)Cc5ccc(N(CCCl)CCCl)cc5)CC[C@]4(C)[C@H]3CC[C@]12C | 120 | 104 | 108 | 96 | . | 105 | 106 | 112
50 | OC(c1ccccc1)(c1ccccc1)c1ccncc1 | 94 | 102 | 115 | 101 | 95 | 108 | . | 86
51 | COC(=O)C[C@](O)(CCC(C)C)C(=O)O[C@@H]1C(OC)=C[C@]23CCCN2CCc2cc4c(cc2[C@H]13)OCO4 | -12* | -83* | -89* | -95* | -19* | -50* | -24* | -27*
52 | CCOC(=O)c1ccc2c(c1N1CCN(C)CC1)N(O)ON2 | 106 | 105 | 113 | 97 | 142 | 104 | . | 98
53 | ClCCSC(c1ccccc1)(c1ccccc1)c1ccccc1 | 94 | 91 | 95 | 98 | . | 99 | . | 83
54 | CCC1COCC1Cc1cncn1C (stereo not drawn) | 103 | 101 | 113 | 97 | 66 | 122 | 116 | 101
55 | O=C(/C=C/c1ccccc1)N[C@@H](CO)Cc1cnc[nH]1 | . | 97 | 105 | 103 | 100 | 101 | . | .
56 | COC(=O)C(Cl)CCl (stereo not drawn) | 105 | 98 | 113 | 98 | 100 | . | 111 | 99
57 | O=C1NC(=O)C(CCOc2ccccc2)(CCc2ccccc2)C(=O)N1 | 110 | 92 | 90 | 101 | . | 98 | 107 | 102
58 | CC(C)CCC[C@@H](C)C1CCC2C3CCC4=C/C(=N/OC(=O)c5ccc(N(CCCl)CCCl)cc5)CC[C@]4(C)C3CC[C@@]21C (stereo partly drawn) | 99 | 94 | 106 | 104 | 100 | 99 | 102 | 101

Not all compounds are listed (hit frequency here may not be typical).
